# HDAC3 inh: blocks human histone deacetylase 3; 320,000 tested, 0.15% active; recombinant HDAC3, fluorogenic peptide/trypsin coupled, fluorescence; AID 2718; inhibition, % at 8.3 µM; in the data active = inhibition above about 26%, passing the limit was not always enough; inconclusive = no clear call, values can overlap the other calls
# Target sequence (O15379 whole entry, looked up): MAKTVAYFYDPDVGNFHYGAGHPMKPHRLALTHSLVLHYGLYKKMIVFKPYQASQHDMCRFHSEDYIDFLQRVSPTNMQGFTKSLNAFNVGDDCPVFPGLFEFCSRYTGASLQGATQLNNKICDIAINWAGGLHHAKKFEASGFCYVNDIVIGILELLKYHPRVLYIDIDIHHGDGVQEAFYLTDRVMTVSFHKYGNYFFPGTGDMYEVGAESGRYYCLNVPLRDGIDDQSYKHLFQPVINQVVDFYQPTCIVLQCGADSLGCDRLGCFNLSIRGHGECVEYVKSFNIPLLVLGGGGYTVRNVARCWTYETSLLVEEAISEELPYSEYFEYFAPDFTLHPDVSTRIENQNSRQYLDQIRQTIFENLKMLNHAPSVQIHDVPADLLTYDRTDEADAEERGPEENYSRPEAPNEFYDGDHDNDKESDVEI
# TMEM16A act: activators or potentiators of mouse TMEM16A chloride channel. HEK293 TMEM16A/YFP-H148Q/I152L, iodide quench fluorescence; hits give low values. B-score at 10 µM. 340,000 tested, 0.3% active. AID 623877;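 active = fluorescence-ratio B-score plate-corrected deviation score at least 3 library SD below zero, with starting fluorescence score within 5 deviations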;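 note: channel opened by trigger with iodide after compound preincubation; score built on the fluorescence ratio of max minus min over baseline; more negative score means more quench and so TMEM16A activation or potentiation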
# * marks the source's active call; other numbers are inactive results; i = inactive; ? = inconclusive. Some of the compounds tested; count on the stated rates, not on these rows.
HDAC3 inh	TMEM16A act	SMILES
-2	i	CN(C(=O)c1ccccc1C(=O)OCC(=O)Nc1ccccc1)c1ccccc1
5	i	CC(C)n1nc(C(=O)Nc2ccc(-n3cnnn3)cc2)c2ccccc2c1=O
0	i	O=C(COC(=O)COc1cccc(F)c1)NCC1CCCCC1
4	i	O=C1CC[C@@H](O)CCN1CC[C@H](Sc1ccc(Br)cc1)c1ccccc1
3	i	CN1CCN(C(=O)CCCN2C(=O)/C(=C/c3ccc(Cl)cc3)SC2=S)CC1
-8	i	O=C(Cn1c(=O)oc2ccccc21)N1CCN(S(=O)(=O)c2ccccc2)CC1
5	i	CC1CCCN(C(=O)COC(=O)CNC(=O)c2sc3ccccc3c2Cl)C1 (stereo unspecified)
7	i	O=C(OCC(=O)N1CCc2ccccc21)C1CCCN1S(=O)(=O)c1ccc(Cl)cc1 (stereo unspecified)
-11	i	COc1ccc(OC)c(C(C)NC(=O)C(C)n2cc([N+](=O)[O-])cn2)c1 (stereo unspecified)
7	i	CC(=O)c1ccc(NC(=O)CSc2nnc(-c3ccncc3)n2C2CC2)cc1
-2	i	COc1cc(C(=O)OCC(=O)Nc2ccccc2C(=O)NC2CC2)c([N+](=O)[O-])cc1OC
-5	i	CCC(CO)Oc1cc(NCc2ccc(OC)cc2)c2ncn(C(C)C)c2c1 (stereo unspecified)
-6	i	CCOC(=O)Nc1cccc(OCC(=O)Nc2ccc3c(c2)CCC3)c1
8	i	Cc1ccc(Nc2nnc(SC(C)C(=O)NCC3CCCO3)s2)cc1 (stereo unspecified)
3	i	CN1CCN(CC(=O)NC(=O)NC2CCCCC2)CC1
-3	i	CCC(=O)c1ccc(OCC(=O)Nc2ccccc2N2CCOCC2)cc1
8	i	O=C(NCc1ccc2c(c1)OCO2)c1cc([N+](=O)[O-])ccc1N1CCOCC1
1	i	CC(OC(=O)CN1C(=O)NC2(CCCCC2C)C1=O)c1ccccc1 (stereo unspecified)
-4	i	O=C(Oc1ccc(Cl)c(Cl)c1)C1=CC=CN2CCS(=O)(=O)N=C12
8	i	COc1ccc(CCN(C)C(=O)c2ccc(C)c(S(=O)(=O)N3CCCCC3)c2)cc1OC
4	i	COc1cc([C@H]2OC[C@H]3[C@@H]2CO[C@@H]3c2ccc(O[C@H]3O[C@H](CO)[C@@H](O)[C@H](O)[C@H]3O)c(OC)c2)ccc1O[C@@H]1O[C@H](CO)[C@@H](O)[C@H](O)[C@H]1O
-1	i	CCNC(=O)NC(=O)CSc1ccc(S(=O)(=O)N2CCCCC2)cn1
-2	i	CC(=O)Nc1ccc(NC(=O)COC(=O)c2ccccc2C(=O)c2ccccc2)cc1
0	i	O=C(c1ccccc1)N1CCN(S(=O)(=O)c2ccc(Cl)c(C(F)(F)F)c2)CC1
0	i	O=C1CC/C=C\C[C@@H](CC(=O)N(CCO)Cc2ccccc2)C(=O)NC[C@@H](c2ccccc2)O1
1	i	CC(=O)c1ccc(OCCCC(=O)NNC(=O)c2ccccn2)cc1
-3	i	O=C(NCCCN1CCCC1=O)c1cccc(S(=O)(=O)N2CCCCC2)c1
0	i	Cc1cnc(C(=O)OCC(=O)c2ccc(C)s2)cn1
-2	i	CCN(CC)C(=O)c1[nH]cnc1C(=O)Nc1ccc(Cl)cc1
2	i	COCc1c(C(=O)N2CCN(Cc3nc4ccccc4s3)CC2)oc2ccccc12
14	i	O=C(Nc1nc(-c2ccco2)c(-c2ccco2)s1)c1c(F)cccc1Cl
-1	i	COc1ccc(S(=O)(=O)Nc2ccc3c(c2)C(=O)N([C@H](C)CO)C[C@H](C)[C@@H](CN(C)C(=O)Nc2ccc4c(c2)OCO4)O3)cc1
-1	i	CC(=O)c1cccc(NC(=O)CN2C(=O)NC(C)(c3ccc4c(c3)OCCCO4)C2=O)c1 (stereo unspecified)
-6	i	COc1ccc(C(C)=O)cc1COC(=O)c1ccc(C)c(S(=O)(=O)N2CCOCC2)c1
-1	i	O=C(CCCNC(=O)c1ccc(Cl)cc1)Nc1cccc(S(=O)(=O)N2CCCCC2)c1
-2	i	O=C(Nc1cccc(S(=O)(=O)N2CCCC2)c1)c1ccco1
3	i	CN1CCN(S(=O)(=O)c2cccc(C(=O)Nc3sccc3C(N)=O)c2)CC1
1	i	COc1ccc([C@H]2CC(=O)C=C(c3ccc(C(=O)O)cc3)C2)cc1OC
11	i	COc1cc(Cl)c(C)cc1NC(=O)CSC1=NCCS1
-4	i	O=C(Cc1ccccc1Cl)Nc1cc(S(=O)(=O)N2CCOCC2)ccc1N1CCOCC1

# Shown bar-delimited: entries from further up
SMILES | HDAC3 inh | TMEM16A act
O=C(c1ccccc1)N1CCN(S(=O)(=O)c2ccc(Cl)c(C(F)(F)F)c2)CC1 | 0 | i
O=C1CC/C=C\C[C@@H](CC(=O)N(CCO)Cc2ccccc2)C(=O)NC[C@@H](c2ccccc2)O1 | 0 | i
CC(=O)c1ccc(OCCCC(=O)NNC(=O)c2ccccn2)cc1 | 1 | i
O=C(NCCCN1CCCC1=O)c1cccc(S(=O)(=O)N2CCCCC2)c1 | -3 | i
Cc1cnc(C(=O)OCC(=O)c2ccc(C)s2)cn1 | 0 | i
CCN(CC)C(=O)c1[nH]cnc1C(=O)Nc1ccc(Cl)cc1 | -2 | i
COCc1c(C(=O)N2CCN(Cc3nc4ccccc4s3)CC2)oc2ccccc12 | 2 | i
O=C(Nc1nc(-c2ccco2)c(-c2ccco2)s1)c1c(F)cccc1Cl | 14 | i
COc1ccc(S(=O)(=O)Nc2ccc3c(c2)C(=O)N([C@H](C)CO)C[C@H](C)[C@@H](CN(C)C(=O)Nc2ccc4c(c2)OCO4)O3)cc1 | -1 | i
CC(=O)c1cccc(NC(=O)CN2C(=O)NC(C)(c3ccc4c(c3)OCCCO4)C2=O)c1 (stereo unspecified) | -1 | i
COc1ccc(C(C)=O)cc1COC(=O)c1ccc(C)c(S(=O)(=O)N2CCOCC2)c1 | -6 | i
O=C(CCCNC(=O)c1ccc(Cl)cc1)Nc1cccc(S(=O)(=O)N2CCCCC2)c1 | -1 | i
O=C(Nc1cccc(S(=O)(=O)N2CCCC2)c1)c1ccco1 | -2 | i
CN1CCN(S(=O)(=O)c2cccc(C(=O)Nc3sccc3C(N)=O)c2)CC1 | 3 | i
COc1ccc([C@H]2CC(=O)C=C(c3ccc(C(=O)O)cc3)C2)cc1OC | 1 | i
COc1cc(Cl)c(C)cc1NC(=O)CSC1=NCCS1 | 11 | i
O=C(Cc1ccccc1Cl)Nc1cc(S(=O)(=O)N2CCOCC2)ccc1N1CCOCC1 | -4 | i

# (continued)
HDAC3 inh	TMEM16A act	SMILES
-9	i	CCCOc1ccc(C(F)(F)F)cc1NC(=O)CN1C(=O)C(=O)N(CC)C1=O
2	i	COc1ccccc1CNC(=O)c1ccc(Cl)c(S(=O)(=O)N2CCCC2)c1
3	i	O=C(COC(=O)CCc1ccccc1)NCc1ccccc1
6	i	CCOC(=O)C1CCN(C(=O)c2ccc(N3CCCC3=O)cc2)CC1
3	i	CCOC(=O)C1CCCN(C(=O)c2cccc(S(=O)(=O)N(C)c3ccc(C)cc3)c2)C1 (stereo unspecified)
9	i	COc1ccc(C2=C3C(=O)OCC3Cc3ncn(Cc4ccccc4)c32)cc1 (stereo unspecified)
1	i	NC(=O)NC(CC(=O)NNC(=O)c1ccccn1)c1ccc(Cl)cc1 (stereo unspecified)
-3	i	CCCn1c(N)c(C(=O)CN2CCN(S(=O)(=O)c3cccc(Cl)c3)CC2)c(=O)[nH]c1=O
10	i	Cc1ccc(N(CCC#N)C(=O)CSc2nc3ccccc3c(=O)[nH]2)cc1
0	i	CC1(C)C[C@H]2C3=CCC4[C@@]5(C)CC[C@H](O)C(C)(C)C5CC[C@@]4(C)[C@]3(C)[C@@H](O)[C@@H](O)[C@@]2(CO)[C@@H](O)[C@@H]1O (stereo partly specified)
-2	i	Cc1nn(CC(=O)N2CCN(S(=O)(=O)c3ccccc3)CC2)c(C)c1[N+](=O)[O-]
8	i	O=C(CN1C(=O)NC2(CCCC2)C1=O)NC(c1ccccc1)c1ccccc1
-1	i	CC(=O)c1ccccc1OCC(=O)Nc1cccc(S(=O)(=O)N2CCCC2)c1
5	i	O=C(Nc1cc(S(=O)(=O)N2CCOCC2)ccc1Cl)c1cc2ccccc2o1
-1	i	CCOc1ccccc1NC(=O)COC(=O)C(Cc1ccccc1)NC(=O)c1ccco1 (stereo unspecified)
-4	i	COc1cccc(-c2ncc3ccccc3c2COC(=O)c2ccc(C(C)(C)C)cc2)c1
-1	i	CN(Cc1ccccc1)S(=O)(=O)c1ccc(Cl)c(C(=O)N2CCC(C(N)=O)CC2)c1
6	i	CC1CN(S(=O)(=O)c2cccc(C(=O)NCCc3ccc(S(N)(=O)=O)cc3)c2)CC(C)O1 (stereo unspecified)
-2	i	CC1(C)CC(=O)C=C(c2cccc(CO)c2)C1
-2	i	O=C(C[C@H]1C/C=C\CC[C@@H](Cc2ccc(F)cc2)C(=O)O[C@@H](c2ccccc2)CNC1=O)N[C@H](CO)Cc1ccccc1
1	i	Cc1cccc(C)c1NC(=O)CN(C)CC(=O)c1c(N)n(Cc2ccccc2)c(=O)n(C)c1=O
?	i	CCC(CO)Oc1cc(NCc2ccc(C(C)(C)C)cc2)c2ncn(C(C)C)c2c1 (stereo unspecified)
2	i	Cc1cnc(C(=O)OCC(=O)Nc2cccc(C)c2C)cn1
-1	i	CC(C)n1ncc2c(C(=O)Nc3ccc(CC#N)cc3)cc(C3CC3)nc21
2	i	CCN1CCN(C(=O)c2ccc(S(=O)(=O)Nc3ccccc3)cc2)CC1
-11	i	c1cncc(CNc2ncnc3ccc(-c4ccoc4)cc23)c1
0	i	O=C(CN1CCN(C(=O)c2cccc(S(=O)(=O)N3CCCC3)c2)CC1)Nc1ccc(F)cc1
3	i	Cc1ccc(C)c(NC(=O)COC(=O)CC2CC3CCC2C3)c1 (stereo unspecified)
2	i	O=C(CN1C(=O)C(=O)N(C2CCCC2)C1=O)NCCc1ccc(F)cc1
-2	i	CCOC(=O)N1CCN(C(=O)COC(=O)c2ccc(Cl)nc2)CC1
1	i	COc1ccccc1C(=O)NCC(=O)N1CCN(S(=O)(=O)c2ccccc2C(F)(F)F)CC1
1	i	COc1ccc(S(=O)(=O)N2CCc3ccccc32)cc1C(=O)N1CCC(C)CC1
2	i	COc1ccccc1CC(=O)N1CCN(S(=O)(=O)c2ccccc2F)CC1
0	i	COc1cccc(CNC(=O)c2ccc(NC(=O)CC3SC(N4CCCCC4)=NC3=O)cc2)c1 (stereo unspecified)
1	i	Cc1ccccc1NC(=O)CSC(=O)c1ccccc1
-5	i	CC1(c2ccccc2)NC(=O)N(CC(=O)NNC(=O)c2cccc(Cl)c2)C1=O (stereo unspecified)
-10	i	CC1CCN(C(=O)c2ccc(S(=O)(=O)N3CCCCCC3)cc2)CC1
-1	i	O=C(CCNC(=O)c1ccc([N+](=O)[O-])cc1)NCc1ccco1
0	i	O=[N+]([O-])c1ccc(-c2c(-c3ccccc3)ncc3cc(F)ccc23)cc1
-1	i	O=C(NNC(=O)c1ccc(Cl)nc1)c1ccc(Br)cc1
3	i	OCC#CCSc1nnc(-c2cccc3ccccc23)o1
1	i	CCCCN(C(=O)C1=NN(c2ccccc2)C(=O)CC1)c1c(N)n(CC(C)C)c(=O)[nH]c1=O
1	i	CC(C)Oc1ccc(S(=O)(=O)N2CCOCC2)cc1NC(=O)CC1CCCC1
-5	i	Cc1sc2ncnc(N3CCN(S(=O)(=O)c4ccc(C(C)(C)C)cc4)CC3)c2c1C
4	i	CCOc1ccc(/C=N/NC(=O)Cc2ccccc2)cc1CN1CC2CC(C1)c1cccc(=O)n1C2 (stereo unspecified)
-2	i	CN(CC(=O)Nc1ccc(Cl)cc1)C(=O)CCNC(=O)c1ccc(Cl)cc1
-2	i	COc1ccc(C(=O)NNC(=O)c2cc(C)nc3ccccc23)cc1
-7	i	Cn1c(-c2ccsc2)c(-c2cccs2)c2cc(-c3ccc4[nH]ccc4c3)ccc21
-2	i	CC(=O)NCCC(=O)Nc1cc(S(=O)(=O)N2CCCCC2)ccc1N1CCCCC1
4	i	Cc1nc(SCC(=O)N(C)C2CCS(=O)(=O)C2)c2ccccc2n1 (stereo unspecified)
-8	i	O=C(O)c1ccccc1C(=O)OCc1c(-c2ccccc2)ncc2ccccc12
9	i	CCc1ccc2c(CC(=O)Nc3cccc(S(=O)(=O)N4CCOCC4)c3)coc2c1
-9	i	CC(C)C(NC(=O)c1ccc(C(C)(C)C)cc1)C(=O)N1CCC(C(N)=O)CC1 (stereo unspecified)
-3	i	O=C(COC(=O)c1ccc2ncsc2c1)NCc1ccc(Cl)cc1
0	i	COc1ccc(S(=O)(=O)NCCC(=O)OCC(=O)NC2CC2)cc1
4	i	COc1cccc(NC(=O)CN(C)C(=O)CCCc2c[nH]c3ccccc23)c1
-5	i	COc1ccccc1CN(C)C(=O)c1ccc(S(=O)(=O)Nc2c(C)n(C)n(-c3ccccc3)c2=O)cc1
-4	i	O=S(=O)(c1ccc(Cl)nc1)N1CCCC1
-2	i	COc1ccc(C2(C)NC(=O)N(CC(=O)N3CCc4ccccc43)C2=O)cc1OC (stereo unspecified)
-9	i	CC(C)(C)OC(=O)C[C@H]1C/C=C\C[C@@H](CC(=O)N[C@@H](CO)Cc2ccccc2)C(=O)NC[C@H](c2ccccc2)OC1=O

# Further compounds:
HDAC3 inh	TMEM16A act	SMILES
2	i	Cc1ccc(NC(=O)CN(C)C(=O)COc2ccccc2-c2ccccc2)cc1
3	i	Cc1ccc(C(NC(=O)c2cccc(S(=O)(=O)N3CCN(C)CC3)c2)c2ccccc2)cc1 (stereo unspecified)
2	i	COc1ccc(NC(=O)N(C)C[C@H]2Oc3ccc(NC(=O)Cn4cnnn4)cc3C(=O)N([C@H](C)CO)C[C@@H]2C)cc1
-2	i	Cc1ccsc1C(=O)NCC(C)(C)N1CCOCC1
1	i	O=C(NN1C(=O)NC2(CCCCC2)C1=O)c1ccc(-c2ccccc2Cl)o1
-6	i	COC(=O)c1c(-c2ccc(OC)cc2)sc2cc3c(cc12)OCO3

# Assay outcomes from PubChem BioAssay.
